Screening results: PubChem, several laboratories
STK33 inh: human STK33 kinase inhibition; Q9BYT3; purified STK33, MBP phosphorylation, ADP-Glo luminescence; inhibition, % at 10 µM; actives 0.073% (n = 320,000); AID 2661;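 active = inhibition at or above 25%, using the most active replicate where run in duplicate; inactive = inhibition below 25%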
Target sequence (Q9BYT3 whole entry, looked up): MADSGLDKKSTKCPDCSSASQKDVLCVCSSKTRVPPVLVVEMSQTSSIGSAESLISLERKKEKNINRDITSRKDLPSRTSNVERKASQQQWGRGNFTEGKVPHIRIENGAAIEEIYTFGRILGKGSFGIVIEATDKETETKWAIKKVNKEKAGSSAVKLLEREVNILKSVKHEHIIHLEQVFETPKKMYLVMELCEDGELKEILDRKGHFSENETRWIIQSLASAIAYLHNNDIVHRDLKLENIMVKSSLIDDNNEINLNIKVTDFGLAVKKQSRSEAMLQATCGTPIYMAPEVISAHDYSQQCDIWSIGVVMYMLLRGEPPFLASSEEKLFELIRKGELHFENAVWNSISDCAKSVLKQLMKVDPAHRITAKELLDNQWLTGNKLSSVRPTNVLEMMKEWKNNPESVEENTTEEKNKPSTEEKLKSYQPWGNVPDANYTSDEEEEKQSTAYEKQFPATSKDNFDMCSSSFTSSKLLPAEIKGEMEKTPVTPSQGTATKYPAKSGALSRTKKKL
OX1R antag: antagonists of human orexin 1 receptor (OX1R) | actives 1.8% (n = 330,000) | inhibition, % at 6.6 µM | O43613 | AID 485270 | OX1R-expressing cells, FRET antagonist read-out; in the data active = inhibition mostly above about 38%, no sharp cut-off; inactive = mostly below about 40%;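 note: 0% = agonist challenge alone and 100% = reference antagonist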
Target sequence (O43613 whole entry, looked up): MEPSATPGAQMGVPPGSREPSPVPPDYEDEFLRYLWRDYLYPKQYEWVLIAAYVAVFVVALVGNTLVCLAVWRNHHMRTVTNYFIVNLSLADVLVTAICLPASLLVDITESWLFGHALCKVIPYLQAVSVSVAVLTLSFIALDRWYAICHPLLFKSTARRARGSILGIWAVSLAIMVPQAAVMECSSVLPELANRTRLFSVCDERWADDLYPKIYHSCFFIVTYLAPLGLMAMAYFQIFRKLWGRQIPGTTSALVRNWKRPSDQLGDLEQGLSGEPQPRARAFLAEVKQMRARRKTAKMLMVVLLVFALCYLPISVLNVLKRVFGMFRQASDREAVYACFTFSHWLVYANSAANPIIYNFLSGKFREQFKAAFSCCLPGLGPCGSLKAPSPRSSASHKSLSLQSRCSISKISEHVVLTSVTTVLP
An asterisk follows results filed as active; x = not tested or not shown. Outcome played no part in choosing rows (roughly 1.8% active in at least one column).

molecule | STK33 inh | OX1R antag
Cc1ccc(C(=O)OCC(=O)Nc2ccc3[nH]c(=O)[nH]c3c2)cc1[N+](=O)[O-] | 0.6 | 13
COc1ccc(NC(=O)C2CCN(C(=O)NCc3ccccc3)CC2)cc1 | -0.2 | 10
Cc1c(N=Nc2ccc(O)cc2)c(=O)n(-c2ccccc2)n1C | -1.3 | 38
Cn1nnnc1SCC(=O)N(C1CCCCC1)C1CCCCC1 | 0.5 | 26
COc1ccc(C(=O)COC(=O)C2CCN(S(=O)(=O)c3cccc4cccnc34)CC2)cc1 | 3.5 | 11
Cc1ccc(C(=O)OCC(=O)Nc2cc(S(=O)(=O)N3CCOCC3)ccc2C)cc1 | 0.5 | 2
COc1cc(NC(=O)COc2ccccc2C)ccc1NC(=O)c1ccco1 | -0.3 | 42
Cc1ccc(S(=O)(=O)Cc2ccc(C(=O)N3CCCC3)o2)cc1 | 0.8 | 12
COc1ccc(N2CC(C(=O)Nc3ccc(S(=O)(=O)N4CCOCC4)cc3)CC2=O)cc1 (stereo unspecified) | -1.9 | 27
CCOC(=O)c1nc2ccccc2c(C)c1C | -0.9 | 10
O=C(COc1cccc(C(F)(F)F)c1)Nc1ccc(S(=O)(=O)N2CCCC2)cc1 | -0.2 | 2
O=C(N/N=C/c1cccc([N+](=O)[O-])c1)c1cccc(Br)c1 | 3.2 | 15
C=CCN1C(=O)C(=O)N(CC(=O)c2ccc3c(c2)CCCC3)C1=O | -1.9 | 4
O=C(NCCc1ccccc1)c1ccc(=O)oc1 | -0.2 | 25
COc1ccccc1OCC(=O)NNC(=O)C1CCN(c2ncnc3sc(C)c(C)c23)CC1 | 4.4 | 9
Cc1ccccc1NC(=O)N1CCN(S(=O)(=O)c2ccccc2)CC1 | -0.3 | 3
Cc1ccc(C(=O)NC(C)c2ccc(-n3ccnc3)cc2)o1 (stereo unspecified) | 0.6 | 14
COc1ccc(C2/C(=C(/O)c3ccc(Br)cc3)C(=O)C(=O)N2C)cc1OC (stereo unspecified) | -0.9 | 12
O=C1Nc2ccccc2C(=O)N2[C@H](c3ccc(F)cc3)[C@@H]3C(=O)N(Cc4ccccc4)C(=O)[C@@H]3[C@H]12 | 0.0 | 18
CCc1nc(C)c(C#N)c2cc(OC)c(OC)cc12 | 1.2 | 24
CCC(=O)Nc1ccc(Cl)c(NC(=O)c2c(OC)cccc2OC)c1 | -1.5 | 17
COc1ccc(C)cc1NC(=O)NCCC1=CCCCC1 | -1.3 | 20
O=C(Cn1c(=O)c2ccccc2n(CC(=O)N2CCCCC2)c1=O)N1CCCCC1 | -2.8 | 5
CC(CCc1ccccc1)NC(=O)COC(=O)C1CCC(C(C)(C)C)CC1 (stereo unspecified) | -0.8 | 4
CCOC(=O)[C@@H]1[C@H]2COc3ccccc3[C@H]2N2C(=O)N(c3cccc(F)c3)C(=O)[C@]12C | -1.8 | 12
CC1CCC(NC(=O)C(NC(=O)c2ccccc2)C(C)C)CC1 (stereo unspecified) | -1.3 | 8
COc1cccc(/C=N/n2c(-c3ccco3)nc3ccccc3c2=O)c1 | 16 | 39
Cc1ccccc1NC(=O)C1CCN(C(=O)N2CCOc3ccccc32)CC1 | -0.3 | 0
COCCNC(=O)CNS(=O)(=O)c1ccc2nc(C)sc2c1 | -1.8 | 1
CCCCn1c(=O)n(CC(=O)Nc2c(CC)cccc2CC)c(=O)c2c1nc(CO)n2CCC | -0.2 | 6
CC(C)CC(c1nnnn1C1CCCC1)N1CCN(c2ccccc2F)CC1 (stereo unspecified) | 3.2 | 13
CCOC(=O)N1CCN(S(=O)(=O)N2CCCC(C(=O)NC(C)c3ccccc3)C2)CC1 (stereo unspecified) | 0.1 | 4
CCOc1ccc(N2C(=O)S/C(=C\c3ccc(O)c(OC)c3)C2=O)cc1 | 0.0 | -1
CCOC(=O)c1c(O)cc(C)cc1Nc1ccccc1 | -1.5 | 0
NC(=O)c1nsc(C(=O)N(c2ccccc2)C(C(=O)NCC2CCCO2)c2ccc3ncccc3c2)c1N (stereo unspecified) | -2.8 | 12
Brc1cccc(C=Nc2cccc3ncccc23)c1 | 1.8 | 5
Cc1nn(-c2ccccc2)c(Cl)c1C(=O)NNC(=O)c1ccncc1 | -0.1 | 6
Cc1ccc(NC(=O)c2nc[nH]c2C(=O)N(C)Cc2ccccc2)cc1 | 1.1 | 12
COc1ccc(OC)c(C2C(C(=O)Nc3ccc(F)cc3)=C(C)Nc3nc(CCCO)nn32)c1 (stereo unspecified) | -1.9 | 5
CC1Oc2ccccc2N(CC(=O)NCC2CCCO2)C1=O (stereo unspecified) | -0.6 | 2

Record cards, from the list above. Values in the order: STK33 inh	OX1R antag
`NC(=O)c1nsc(C(=O)N(c2ccccc2)C(C(=O)NCC2CCCO2)c2ccc3ncccc3c2)c1N` (stereo unspecified) is listed as -2.8	12
`CC1Oc2ccccc2N(CC(=O)NCC2CCCO2)C1=O` (stereo unspecified) is listed as -0.6	2

Continued:
molecule | STK33 inh | OX1R antag
COc1ccccc1NCC(=O)N/N=C(\C)c1cccs1 | -0.4 | 12
C=CCNC(=S)NNC(=O)c1ccco1 | -1.4 | 35
CCC(OC(=O)c1nsc(Cl)c1Cl)C(=O)NC(C)(C)C (stereo unspecified) | -0.8 | 11
CC(=O)c1ccc(C(=O)N2CCCC(CNC(=O)c3ccccc3Cl)C2)cc1 (stereo unspecified) | -2.3 | 26
O=C(NCc1cccs1)c1ccc2ccccc2n1 | -0.9 | 25
Cc1cc(NN)nc(NS(=O)(=O)c2ccccc2)n1 | -2.6 | 5
CCc1cccc(NC(=S)N(CCN(C)C)C2CCN(C(C)C)CC2)c1 | -0.4 | -10
CC(C)(C)C(=O)Nc1nnc(CCc2ccccc2)s1 | -0.4 | 15
Cc1ccc(C)c(N(CC(=O)NCCSCc2ccco2)S(C)(=O)=O)c1 | 0.9 | 11
CC1CCCN(C(=O)CNS(=O)(=O)c2cccs2)C1 (stereo unspecified) | -0.6 | 9
CC(Sc1nnc(COc2ccc(Cl)cc2)n1Cc1ccco1)C(=O)N1CCNC1=O (stereo unspecified) | x | 9
CN(CC(=O)Nc1ccccc1Cl)C(=O)COC(=O)c1ccc([N+](=O)[O-])cc1Cl | -0.9 | 41
O=C(CCN1CCc2ccccc21)c1ccc2c(c1)OCCO2 | 0.0 | 19
CC1(NC(=O)CSc2nnc(-c3c[nH]c4ccccc34)n2C2CC2)CCS(=O)(=O)C1 (stereo unspecified) | -1.5 | 14
Cc1noc(NS(=O)(=O)c2ccc(NC(=O)CSc3nc4ccccc4[nH]3)cc2)c1C | 0.3 | -5
COc1nc(N/N=C/c2ccc(C)cc2)nc(N2CCCCC2)n1 | -1.7 | 35
Cc1oc2nc(SCCCC(=O)NCCCO)nc(N)c2c1C | 1.1 | 15
CC(CCc1ccccc1)NC(=O)C(=O)Nc1ccccc1 (stereo unspecified) | -0.8 | 7
O=C(c1ccncc1)N(c1ccc2oc3c(c2c1)CCCC3)S(=O)(=O)c1ccc(F)cc1 | 0.7 | 7
CC1=C(C)CC(C(=O)NCc2ccccc2F)C(C(=O)O)C1 (stereo unspecified) | -2.3 | -2
CC1CCc2c(sc(NC(=O)c3ccc(N4C(=O)CCC4=O)cc3)c2C(N)=O)C1 (stereo unspecified) | 2.6 | 4
O=C(CCCCCCN1C(=O)c2ccccc2C1=O)Nc1nccs1 | -1.3 | 44
COC(=O)C1=C(C)N(CCCC(=O)O)C(=O)NC1c1cccs1 (stereo unspecified) | -0.2 | 9
Cc1cccc(NC(=S)NC(=O)c2ccco2)c1C | -0.5 | 1
Cc1cc([N+](=O)[O-])ccc1NC(=O)c1ccc(NC(=O)C(C)C)cc1 | -1.4 | 29
O=C(O)c1cccc(S(=O)(=O)Nc2ccc(O)c(Sc3nc4ccccc4s3)c2)c1 | -1.6 | 17
O=C(OCC(=O)N1CCCC1=O)c1ccc(Cl)cc1[N+](=O)[O-] | -2.1 | 58*
O=C(O)c1cc(-c2ccccc2Cl)n(-c2ccc(F)cc2)n1 | -0.7 | 19
CCN(c1ccc(NC(=O)c2cccc(S(=O)(=O)N3CCN(C)CC3)c2)cc1)C(C)C | -1.9 | 24
Cc1csc(NC(=O)Cc2coc3cc(C)c(C(C)C)cc23)n1 | 0.0 | 27
CCn1cc(C(=O)NCCCOC(C)C)c(=O)c2cc(S(=O)(=O)N3CCCC3)ccc21 | -0.6 | 18
C[C@@H]1CC=C[C@@H]2[C@H]1C(=O)N(Cc1ccccc1)[C@H]2c1ccccc1Br | x | 19
CC(NC(=O)CCn1nc(-c2ccc(Cl)cc2)ccc1=O)c1ccccc1 (stereo unspecified) | -2.4 | 9
COC(=O)c1c[nH]n2c(=O)c(C(C)C)c(C)nc12 | -1.1 | 18
Cc1cccc(N2CC(O)=C(c3nc4ccccc4n3C)C2=N)c1 | -2.2 | 9
COc1cccc(NC(=O)C2CC2(c2cccc(OC)c2)c2cccc(OC)c2)c1 (stereo unspecified) | 0.3 | 37
CCOC(=O)CNC(=O)N1CCCC(N(C)CCc2ccccc2)C1 (stereo unspecified) | -0.4 | 1
COc1ccc(-n2nc3c(c2NC(=O)c2ccco2)CS(=O)(=O)C3)cc1 | -1.3 | 16
Cc1ccc(NC(=O)c2ccc3c(c2)N(CC(=O)NC(C)C)C(=O)C(C)(C)O3)cc1 | 0.9 | 18
O=C(NC1CCCCC1)Oc1cccc2ccccc12 | -0.1 | 15
Cn1cnc2c(NCc3ccco3)ncnc21 | 0.5 | 8
CC(=O)Nc1ccc(NC(=O)CSc2ncc(C(=O)Nc3ccc(F)cc3)c(=O)n2C)cc1 | -1.3 | 13
O=C(O)Cc1ccc(NC(=O)c2cccs2)cc1 | -2.3 | 13
COc1ccc(F)cc1S(=O)(=O)N1CCC(C(N)=O)CC1 | -0.1 | 4
Cc1nc2sc3c(c2c(=O)[nH]1)CCCCC3 | -1.7 | 9
CCOC(=O)C(=Cc1cn(C)c2ccc(S(=O)(=O)N(C)C)cc12)C(=O)OCC | 1.2 | 2
Cc1c(C(=O)Nc2ccccc2)cnn1-c1ccccc1 | -0.1 | 10
O=C(NCc1cccs1)C1CCCN1C(=O)Nc1cccc(F)c1 (stereo unspecified) | -2.4 | 31
COc1ccccc1CN1C(=O)[C@@H]2C(CC(N)=O)NC3(C(=O)Nc4c3ccc(Cl)c4C)[C@@H]2C1=O (stereo partly specified) | -0.6 | 8
CCOc1cc(/C=N/NC(=O)c2cccnc2)ccc1OCC(=O)N(C)C | -0.6 | 19
Nc1ncnc2c1ncn2[C@@H]1O[C@H](CNCC(O)CO)[C@@H](O)[C@H]1O (stereo partly specified) | x | 7
COc1cc2c(cc1NC(=O)COC(=O)/C=C/c1ccccc1)oc1ccccc12 | -1.4 | 13
O=C(Nc1cc(C(F)(F)F)ccc1N1CCOCC1)C1=NN(c2ccccc2)C(=O)CC1 | -0.7 | 26
O=C(O)C1CN(c2nc(Cl)ccc2[N+](=O)[O-])C1 | 0.3 | 64
Cc1ccc([N+](=O)[O-])cc1NC(=O)C[n+]1ccccc1 | -0.7 | 41
CC1(C(=O)Nc2nnc(C(C)(C)C)s2)Cc2ccccc2C(=O)O1 (stereo unspecified) | -0.4 | 8

Additional records.
molecule | STK33 inh | OX1R antag
CC(/C=N/N1CCN(c2ccccn2)CC1)=C\c1ccccc1 | -0.9 | 10
N#C/C(=C\c1c(N2CCOCC2)nc2ccccn2c1=O)S(=O)(=O)c1ccccc1 | -0.6 | 50
Cc1ccc(C(=O)N/N=C/c2ccc([N+](=O)[O-])s2)cc1 | -1.1 | 55
CCOC(=O)c1ccccc1NC(=O)CSc1ccccc1 | -0.5 | 16
Cc1c(C(=O)N2CCOCC2)sc(NC(=O)c2ccc([N+](=O)[O-])cc2)c1C#N | -0.1 | 22
COc1ccccc1-c1noc(CCCC(=O)N2CCOCC2)n1 | 1.7 | 14
O=c1[nH]c(CSc2ncc(C(F)(F)F)cc2Cl)nc2cc(C(F)(F)F)ccc12 | -2.2 | 5
O=C1COc2ccc(S(=O)(=O)NCc3ccc(Cl)cc3)cc2N1 | x | 4
COc1ccc(-c2nnc(SCc3nc4ccccc4s3)n2C(C)C)cc1 | 0.2 | 41
COc1ccccc1NC(=S)N1C2CCC1CC(NC(=O)NC13CC4CC(CC(C4)C1)C3)C2 (stereo unspecified) | 0.5 | 6

Grouped by structure, the compounds so far with a thiophene ring, fused or not.
molecule | STK33 inh | OX1R antag
COc1ccccc1OCC(=O)NNC(=O)C1CCN(c2ncnc3sc(C)c(C)c23)CC1 | 4.4 | 9
COc1ccccc1NCC(=O)N/N=C(\C)c1cccs1 | -0.4 | 12
O=C(NCc1cccs1)c1ccc2ccccc2n1 | -0.9 | 25
CC1CCCN(C(=O)CNS(=O)(=O)c2cccs2)C1 (stereo unspecified) | -0.6 | 9
CC1CCc2c(sc(NC(=O)c3ccc(N4C(=O)CCC4=O)cc3)c2C(N)=O)C1 (stereo unspecified) | 2.6 | 4
COC(=O)C1=C(C)N(CCCC(=O)O)C(=O)NC1c1cccs1 (stereo unspecified) | -0.2 | 9
O=C(O)Cc1ccc(NC(=O)c2cccs2)cc1 | -2.3 | 13
Cc1nc2sc3c(c2c(=O)[nH]1)CCCCC3 | -1.7 | 9
O=C(NCc1cccs1)C1CCCN1C(=O)Nc1cccc(F)c1 (stereo unspecified) | -2.4 | 31
Cc1ccc(C(=O)N/N=C/c2ccc([N+](=O)[O-])s2)cc1 | -1.1 | 55
Cc1c(C(=O)N2CCOCC2)sc(NC(=O)c2ccc([N+](=O)[O-])cc2)c1C#N | -0.1 | 22
